Screens: PubChem BioAssay, several laboratories
C8 TRAIL sens: viability loss with TRAIL in NB7+C8 cells, primary screen, TRAIL sensitizer project, cell-based, ATPlite luminescence. inhibition (viability loss, TRAIL sensitization), % at 10 µM. 360,000 compounds, 1% hits. AID 624354, 2012;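 active means compounds causing at least 50% loss of cell viability in the single-dose screen, relative to plate controls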
NR2E3 ag-1: NR2E3 agonists in two-hybrid cells, primary screen, cell-based, luminescence, CHO-S, Gal4-NCOR/VP16-NR2E3 | Photoreceptor-specific nuclear receptor (Homo sapiens), Q9Y5X4 | luciferase | inhibition of corepressor binding, % at 3.98 µM | 360,000 compounds, 0.35% hits | AID 602229, 2012;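 active means inhibition above the mean of all tested compounds plus 3 SD, cut at about 70% in these data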;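 further: 0% = DMSO with NR2E3 transfected cells and 100% = cells lacking NR2E3 construct; higher means lower luciferase signal from less NR2E3 corepressor binding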
Target sequence (Q9Y5X4 whole entry, looked up, the tested form may be a part): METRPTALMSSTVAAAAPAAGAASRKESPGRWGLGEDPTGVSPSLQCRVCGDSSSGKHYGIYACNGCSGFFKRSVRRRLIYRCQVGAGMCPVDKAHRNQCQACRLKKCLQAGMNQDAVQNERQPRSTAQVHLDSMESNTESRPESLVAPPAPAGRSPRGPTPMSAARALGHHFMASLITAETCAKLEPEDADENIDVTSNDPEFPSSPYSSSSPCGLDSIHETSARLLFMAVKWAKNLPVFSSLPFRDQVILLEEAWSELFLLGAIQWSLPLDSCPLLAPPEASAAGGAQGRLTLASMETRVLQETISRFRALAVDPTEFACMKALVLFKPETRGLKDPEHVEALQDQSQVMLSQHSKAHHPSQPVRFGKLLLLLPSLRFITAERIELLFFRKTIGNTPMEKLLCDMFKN
HIF-2a inh: HIF-2a reporter inhibitors, primary screen, luminescence, 786-0 RCC cells. inhibition, % at 18.8 µM. 360,000 compounds, 0.72% hits. 786-0 RCC cells HIF-2a reporter, luciferase luminescence, overnight. AID 624352, 2012;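 active means inhibition of the luminescence signal of 40% or more relative to plate controls, in a single-dose primary screen at 18.75 µM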
KKLEB cytotox: cytotoxicity in KKLEB CF airway cells, primary screen, cytotoxicity control for CF NF-kB inhibitor project, cell-based, uHTS, fluorescence assay plates; 360,000 compounds, 0.36% hits; KKLEB CF airway cells viability, ATPlite luminescence, overnight; active compounds read low; cells stimulated with P. aeruginosa culture filtrate; AID 602141, 2011; activity change (cytotoxicity), % at 5 µM;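 active means corrected activity change at or below -50% at 5 µM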
Shn3 3UTR inh: reduction of Shn3 3'UTR firefly luciferase signal, primary screen, Schnurri-3 inhibitor project, cell-based, Clone20 osteoblasts, set 2; Clone20 osteoblast Shn3 3'UTR firefly luciferase, 24 h; inhibition, % at 12.5 µM; 360,000 compounds, 0.52% hits;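 active means mean inhibition of at least 75% with every replicate also reaching 75%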;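 further: 0% = median of neutral control wells and 100% = pilot-screen positive control compound; some compounds past the cut are filed as inactive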
Peg3 prom inh: Peg3 promoter-driven luciferase inhibitors, primary screen, cell-based, HeLa, luciferase luminescence; 360,000 compounds, 1.7% hits; AID 588405, 2011; inhibition, % at 20 µM; HeLa PEG-Prom luciferase reporter, overnight;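 active means inhibition of at least 50% at 20 µM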
hiPSC survival: enhancers of single-cell hiPSC survival, primary screen, ATPlite luminescence. 100% = ROCK inhibitor wells, 0% = DMSO. survival enhancement, % at 20 µM. 360,000 compounds, 0.044% hits; in the data active means survival enhancement above about 18%;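 further: cells exposed to compounds for 16 hours before the ATP read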
NR2E3 ag-2: inhibitors of NR2E3-RetCOR corepressor binding, primary screen, NR2E3 agonist project, biochemical, TR-FRET, GST-NR2E3, biotin-RetCOR; Photoreceptor-specific nuclear receptor (Homo sapiens), Q9Y5X4; 1536-well; inhibition of corepressor binding, % at 4.78 µM; 320,000 compounds, 0.12% hits; AID 2300, 2010;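 active means percent inhibition above the cutoff of mean plus 3 SD of all tested compounds, set per screening campaign, cut at about 20% in these data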;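 further: 0% = DMSO wells and 100% = biotin wells as full block of FRET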
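Material: NR2E3–RetCOR corepressor complex / Amount: 1.35 nM GST-NR2E3 / Medium: Tris pH 7.5 / Compound: single nominal compound dose of 4.8 µM / Incubation: 5 h at 4 °C / Technique: TR-FRET, Eu(K)-anti-GST donor, streptavidin-D2 acceptor, ex 340, em 617/671 nm / Read-out basis: percent loss of FRET ratio relative to control wells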
EBV LMP1 NFkB: EBV LMP1-driven NF-kappaB luciferase reporter inhibitors, primary screen, cell-based, luminescence, single point | LMP1-induced NF-kappaB luciferase reporter cells | inhibition, % at 12.5 µM | 350,000 compounds, 0.69% hits; in the data active means inhibition above about 41%;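 further: 0% = neutral control wells and 100% = reference inhibitor control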
CF NFkB inh: inhibitors of PAF-induced NF-kB signaling, primary screen, cell-based, GFP fluorescence, uHTS; KKLEB NF-kB-GFP reporter, GFP fluorescence overnight; inhibition, % at 5 µM; 360,000 compounds, 0.86% hits;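 active means at least 50% inhibition at 5 µM, scaled per plate between neutral and stimulator controls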;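 further: PAF is a Pseudomonas aeruginosa culture filtrate used as stimulus; plate controls were PAF-stimulated DMSO wells for no effect and unstimulated DMSO wells for full effect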
TRPM1 prom inh: inhibitors of MITF-dependent TRPM1 promoter reporter, primary screen, cell-based, SK-MEL-5, single point, luciferase. SK-MEL-5 TRPM1 promoter luciferase, 24 h. inhibition, % at 12.5 µM. 330,000 compounds, 0.83% hits;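 active means mean inhibition across replicates of 60% or more, whatever share of single replicates reaches that level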; further: values of inactives mirror those of a sister screen read the other way
The depositor's hits bear a star; . = not tested or not shown.

SMILES	C8 TRAIL sens	NR2E3 ag-1	HIF-2a inh	KKLEB cytotox	Shn3 3UTR inh	Peg3 prom inh	hiPSC survival	NR2E3 ag-2	EBV LMP1 NFkB	CF NFkB inh	TRPM1 prom inh
CC(C(=O)Nc1ccc(O)c(C(=O)O)c1)N1C(=O)/C(=C/c2cccs2)SC1=S (centres undefined)	-1.2	-17.8	-12.6	-0.3	-24.1	5.3	-0.5	-3.4	3.8	-17.2	-10.1
CC(C)c1cccc(-c2csc(C(O)c3ccccc3)n2)c1 (centres undefined)	5.3	-78.3	-133.4	-5.5	-39.1	-102.5	0.9	.	.	2.4	.
O=c1cc(O)nc(SCc2ccccc2)n1-c1ccc(Cl)cc1	-2.2	-8.2	22.2	12.9	-20.2	-7.7	0.9	2.7	-5.8	-2.4	6.3
COc1cccc(NC(=O)c2cc3ccccc3o/c2=N\O)c1	55.0*	-135.8	-58.2	-1.5	29.4	-82.2	-0.8	0.6	-14.2	-77.5	3.6
O=C(Nc1ccc(Cl)c(S(=O)(=O)N2CCOCC2)c1)c1cccs1	-6.3	-7.6	-4.8	-6.3	27.7	6.6	-3.2	.	1.4	-3.8	7.3
CC(C)[C@H]1C(=O)Nc2ccccc2N1C(=O)N[C@@H](Cc1ccccc1)C(=O)N[C@@H](C(=O)O)c1ccccc1	-6.2	-32.6	5.8	8.2	-11.4	-9.1	3.1	8.5	-6.1	-12.8	-0.3
N=C1c2ccccc2CN1NC(=O)COc1ccc(Cl)cc1	4.5	-19.5	8.6	-4.0	2.0	12.2	-0.2	2.4	-6.0	6.6	-0.5
CC(O)(CS(=O)(=O)Cc1ccccc1)c1ccccc1 (centres undefined)	7.6	1.3	24.6	11.4	-9.3	10.2	-0.6	-2.0	0.2	-1.4	3.2
CC(C)N(C)CCOC(=O)C1COc2ccccc2O1 (centres undefined)	-10.1	0.4	20.5	3.4	13.8	15.9	-0.2	1.7	-2.3	2.0	-5.3
O=C(c1cccc(-n2cccc2)c1)N1CCN(S(=O)(=O)c2ccccc2)CC1	10.0	-12.4	11.2	3.8	0.9	14.3	-0.3	0.6	-24.8	3.2	-4.7
CC(NO)/C(=N\O)c1cccs1 (centres undefined)	8.9	-9.5	-6.2	5.4	-38.5	4.2	2.0	1.0	-38.9	3.3	1.0
O=C(Cc1cnn(-c2ccccc2)c1)c1ccc(O)c(O)c1O	-17.7	-171.7	-85.5	3.1	13.3	-126.2	0.1	5.3	4.3	-2.1	-30.5
O=C(Cn1c(NCCO)nc2ccccc21)NCC(F)(F)F	12.2	-0.3	3.4	-24.1	-3.2	9.9	-0.8	-1.1	-3.3	2.5	10.7
C[C@H](CO)N1C[C@H](C)[C@H](CN(C)C(=O)Nc2ccc(-c3cccs3)cc2)OCc2cnnn2CCCC1=O	-10.0	-4.3	-39.1	7.9	-11.6	-4.4	0.2	.	3.8	-5.1	.
O=C(O)c1cc(C(=O)O)cc(N2C(=O)CSC2=S)c1	5.8	-18.0	-1.2	-9.2	11.3	-26.4	0.8	0.9	0.8	11.7	-5.0
COC(=O)/C=c1/sc2n(c1=O)CCN=2	-0.9	-24.2	9.2	4.9	9.1	-12.1	0.2	0.7	2.0	11.3	1.9
O=C(CN1C(=O)NC2(CCCC2)C1=O)OCCOc1cccc(Cl)c1	-3.4	-19.6	-4.6	7.6	-8.1	-11.1	1.1	1.9	-1.5	-2.6	-6.4
COc1ccc(C2Nc3ccccc3C(=O)N2c2ccc(C)cc2)cc1COc1ccccn1 (centres undefined)	14.2	-99.1	-170.3	0.3	-77.8	-207.6	-0.6	-2.1	-14.7	-12.2	-25.2
CC1=C(C(=O)Nc2ccccc2C(=O)N2CCC(C)CC2)SCCO1	-5.6	0.0	15.4	2.6	5.8	3.8	-0.2	1.6	3.1	-12.0	-1.6
O=S(=O)(Nc1cccc(-n2cnnn2)c1)c1cc(Cl)ccc1Cl	-3.0	0.5	11.4	-5.1	-1.9	16.9	-0.5	5.2	-1.3	5.7	7.6
CC(C)NC(=O)COC(=O)c1ccc(S(=O)(=O)N2CCCC2)cc1	-9.2	-1.3	18.0	2.9	-17.3	-10.2	0.4	2.1	0.7	7.4	-6.4
O=C(Nc1cccc2c1CCCC2)c1cc(C2CCCCN2S(=O)(=O)c2cccs2)on1 (centres undefined)	9.3	-17.5	3.7	16.8	-1.1	23.3	-3.0	.	.	-29.3	.
COc1ccc(/C=C/C(=O)c2cc3c(cc2N)OCO3)cc1	23.2	-29.2	-312.5	-5.1	-41.5	-263.1	-0.9	2.4	-26.6	-16.5	-56.5
Cc1ccccc1-n1c(=O)cc(NCc2ccc3c(c2)OCO3)[nH]c1=O	-11.6	-0.8	1.0	5.2	18.6	5.4	1.7	2.5	-1.7	-19.1	4.3
COc1ccc(OC)c(NC(=O)COC(=O)/C=C/c2c(C)nn(C3CCS(=O)(=O)C3)c2Cl)c1 (centres undefined)	-10.2	-11.1	4.8	8.3	2.1	14.6	5.6	-0.4	0.2	-15.6	1.7

The list goes on:
SMILES	C8 TRAIL sens	NR2E3 ag-1	HIF-2a inh	KKLEB cytotox	Shn3 3UTR inh	Peg3 prom inh	hiPSC survival	NR2E3 ag-2	EBV LMP1 NFkB	CF NFkB inh	TRPM1 prom inh
Cc1ccc(C(=O)OCC(=O)Nc2ccc(C)c(S(=O)(=O)N3CCCCC3)c2)o1	1.9	-0.2	5.2	-15.4	7.0	12.8	2.8	.	-7.9	10.7	.
C[C@H]1[C@H](C)CC[C@]2(C)CC[C@]3(C)C(=CC(=O)C4[C@@]5(C)CC[C@H](O)C(C)(C)C5CC[C@]43C)[C@H]12 (some centres undefined)	-4.4	18.3	15.3	-3.7	17.0	7.7	-1.5	-0.2	-4.1	20.6	-0.2
CCN(C(=O)CSc1nc(-c2cccs2)nc2ccccc12)C1CCS(=O)(=O)C1 (centres undefined)	-0.5	-16.4	16.6	-2.9	5.3	12.9	-0.4	-0.4	2.7	-23.6	-0.5
CC(=O)c1c(C)nn(C(=O)N2CCOCC2)c1C	-9.5	4.5	-81.8	-0.7	-15.2	-153.0	-0.5	3.8	9.0	9.7	-13.7
O=c1/c(=C/c2ccccn2)sc2n1CN(c1ccccc1)CN=2	6.3	-16.2	-55.5	4.8	-8.8	-44.0	0.2	-1.6	-8.9	4.4	-16.8
CN(CC(=O)NCC1COc2ccccc2O1)S(=O)(=O)c1ccc(Cl)cc1 (centres undefined)	-19.3	10.9	4.6	-2.2	5.6	17.0	8.2	.	-6.6	-17.3	-0.3
Cc1ccc(C)c(Cn2nnc3c(=O)[nH]c(C4CCCN(S(=O)(=O)Cc5ccccc5)C4)nc32)c1 (centres undefined)	-4.9	-4.5	7.3	-11.4	41.6	43.4	-0.4	1.7	38.2	2.0	4.1
O=C1COC(c2ccccc2)C2CCCCN12 (centres undefined)	1.4	-26.5	24.0	15.5	-4.4	5.8	-0.3	0.7	-5.0	-19.3	-1.2
CCCCNS(=O)(=O)CCNCc1ccccc1OC	11.5	-3.9	6.0	-2.8	-2.6	1.3	4.8	.	-1.2	5.5	-1.6
O=C1CCCC(O)=C1N=Nc1cccc(C(=O)O)c1	3.5	4.8	18.3	-1.9	4.0	-17.4	1.8	2.5	0.4	3.5	5.9
Cc1ccc(C(=O)NCCn2ccc3ccccc32)cc1[N+](=O)[O-]	-6.1	-27.6	-101.0	-1.4	-23.9	-99.8	0.2	-0.8	-18.9	19.9	-15.9
Cc1cccc(C(=O)OCc2cc(=O)oc3c(C)c(C)ccc23)c1O	-2.7	3.8	-25.1	-2.0	-71.1	-55.0	0.1	3.2	-19.0	-13.7	-48.0
COc1ccc(N2CCOCC2)c(NC(=O)COc2cccc(C)c2)c1	8.1	-16.8	18.3	-12.9	2.2	23.6	-0.3	-4.0	7.3	-1.5	-1.4
COc1ccc(OC)c(N(CC(=O)Nc2ccccc2C(=O)NCc2ccco2)S(C)(=O)=O)c1	-1.7	14.4	9.4	2.2	-47.5	18.5	-1.5	4.5	1.9	12.4	15.6
COc1cc(/C=N/NC(=O)CC#N)cc(Br)c1O	1.4	-16.7	8.1	-11.5	10.2	6.3	0.6	-2.4	-8.1	11.5	10.0
CCOC(=O)c1c(NC(=O)C2CCCO2)sc(C(=O)OC(C)(C)C)c1C (centres undefined)	1.7	-8.2	-75.8	8.0	.	-14.9	4.4	-0.8	-3.9	5.9	-28.3
O=S(=O)(c1ccccc1)c1nc(-c2cccs2)oc1NCCCn1ccnc1	-2.1	-13.0	8.3	-3.4	-15.0	5.3	7.8	-2.7	-8.8	-0.2	3.9
CC(C)Oc1nc(-c2ccccc2O)nc2ccccc12	2.9	7.3	-19.4	7.6	4.7	-10.8	0.9	3.1	-8.3	6.3	-13.1
COc1ccc(OC)c(C(=O)c2ccc([N+](=O)[O-])cc2)c1	-4.9	-42.8	-7.0	-0.2	19.4	-3.0	0.6	.	4.4	26.8	-10.8
FC(F)Oc1ccc(/C=N/c2c(-c3ccc(OC(F)F)cc3)nc3n2CCS3)cc1	7.5	1.0	-78.6	-4.1	-6.3	-56.3	-1.8	4.4	-14.5	-2.2	-29.2
O=C(c1cccc([N+](=O)[O-])c1)N1CC2C3C=CC(C3)C2C1 (centres undefined)	25.5	7.7	12.0	3.5	12.1	1.7	0.7	1.4	-10.0	-3.9	9.1
COc1ccc2cc3c(N)nn(C(=O)c4ccc(F)cc4)c3nc2c1	-0.4	-33.7	-0.9	-4.1	1.0	-20.7	-0.4	2.3	37.8	62.6*	-9.2
COc1ccc(NC2=CC(c3cccc(OC)c3)N(c3ccc(OC)cc3)C2=O)cc1 (centres undefined)	0.5	0.3	2.1	-9.0	16.4	-16.5	-1.3	2.4	2.0	0.6	12.3
Cc1nc2sccc2c(=O)n1-c1cccc(Cl)c1	-1.5	-10.5	4.4	0.0	2.2	14.5	-1.1	2.2	1.9	0.2	0.4

In the list so far, 2 contain an aryl thioether with sulfur outside any ring:
SMILES	C8 TRAIL sens	NR2E3 ag-1	HIF-2a inh	KKLEB cytotox	Shn3 3UTR inh	Peg3 prom inh	hiPSC survival	NR2E3 ag-2	EBV LMP1 NFkB	CF NFkB inh	TRPM1 prom inh
O=c1cc(O)nc(SCc2ccccc2)n1-c1ccc(Cl)cc1	-2.2	-8.2	22.2	12.9	-20.2	-7.7	0.9	2.7	-5.8	-2.4	6.3
CCN(C(=O)CSc1nc(-c2cccs2)nc2ccccc12)C1CCS(=O)(=O)C1 (centres undefined)	-0.5	-16.4	16.6	-2.9	5.3	12.9	-0.4	-0.4	2.7	-23.6	-0.5

An excerpt, so the mix of outcomes need not match the whole.
